M5 ag = human M5 muscarinic receptor agonists, primary screen, CHO-K1 cells, Fluo-8 calcium fluorescence; Muscarinic acetylcholine receptor M5 (Homo sapiens), P08912; CHO-K1 hM5 cells; 0% DMSO wells, 100% maximal acetylcholine response; activation, % at 3 µM; 0.19% of 360,000 active; AID 624037, 2012;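 active = activation above the run's mean over test compounds plus 3 SD, cut at about 23% in these data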;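 also: signal is peak over basal fluorescence ratio across the kinetic read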
M4 PAM = human M4 muscarinic receptor positive allosteric modulators, primary screen, CHO-K1 cells, Fluo-8 calcium fluorescence; Muscarinic acetylcholine receptor M4 (Homo sapiens), P08173; CHO-K1 hM4/Gqi5, ACh EC20; 0% = ACh EC20, 100% = maximal ACh; activation, % at 3 µM; 0.4% of 360,000 active; AID 624126, 2012;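 active = activation above its plate's cutoff, the mean activation of sample wells plus 3 SD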; also: some results filed as inactive read as strong as hits
M4 antag = human M4 muscarinic receptor antagonists, primary screen, CHO cells, Fluo-8 calcium fluorescence | CHO-hM4 cells, ACh EC80 | inhibition, % at 3 µM | 0.73% of 360,000 active | AID 624125, 2012;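 active = inhibition above its plate's cutoff, the mean inhibition of sample wells plus 3 SD, cut at about 27% in these data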;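 also: 0% = acetylcholine EC80 with DMSO and 100% = DMSO without agonist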
CRFBP-R2 block = antagonists of CRF-BP/CRF-R2 complex, primary screen, cell-based, HEK293, calcium dye fluorescence, uHTS; CRF-induced calcium fluorescence; inhibition, % at 11.8 µM; 0.59% of 350,000 active; AID 588475, 2011;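 active = inhibition of the ligand-induced calcium signal above about 50% at the single tested concentration, limit read from the data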
CHRM4 agonist = human M4 muscarinic receptor agonists, primary screen, CHO-K1 cells, Fluo-8 calcium fluorescence. Muscarinic acetylcholine receptor M4 (Homo sapiens), P08173. CHO-K1 hM4/Gqi5; vehicle 0%, full acetylcholine response 100%. activation, % at 3 µM. 0.14% of 360,000 active. AID 624127, 2012;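 active = activation above the run mean over all test wells plus 3 SD, cut at about 32% in these data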;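 also: peak over basal fluorescence ratio per well then scaled between controls; 0% = DMSO wells and 100% = acetylcholine at EC100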
IDE cell inh = human IDE inhibitors in live cells, primary screen, fluorescence polarization, HEK cells, FAbetaB substrate | FAbetaB cleavage | inhibition, % at 5.59 µM | Insulin-degrading enzyme (Homo sapiens), P14735 | AID 434962, 2010 | 0.41% of 320,000 active;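 active = percent inhibition above the average of all tested compounds plus 3 SD, set per screening campaign, cut at about 16% in these data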;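 also: IDE supplied by intact live HEK cells; FP after avidin binding of uncleaved biotin substrate so inhibition keeps polarization high; 0% = DMSO wells and 100% = 60 µM reference IDE inhibitor Ii1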
Target sequence (P14735 whole entry, looked up): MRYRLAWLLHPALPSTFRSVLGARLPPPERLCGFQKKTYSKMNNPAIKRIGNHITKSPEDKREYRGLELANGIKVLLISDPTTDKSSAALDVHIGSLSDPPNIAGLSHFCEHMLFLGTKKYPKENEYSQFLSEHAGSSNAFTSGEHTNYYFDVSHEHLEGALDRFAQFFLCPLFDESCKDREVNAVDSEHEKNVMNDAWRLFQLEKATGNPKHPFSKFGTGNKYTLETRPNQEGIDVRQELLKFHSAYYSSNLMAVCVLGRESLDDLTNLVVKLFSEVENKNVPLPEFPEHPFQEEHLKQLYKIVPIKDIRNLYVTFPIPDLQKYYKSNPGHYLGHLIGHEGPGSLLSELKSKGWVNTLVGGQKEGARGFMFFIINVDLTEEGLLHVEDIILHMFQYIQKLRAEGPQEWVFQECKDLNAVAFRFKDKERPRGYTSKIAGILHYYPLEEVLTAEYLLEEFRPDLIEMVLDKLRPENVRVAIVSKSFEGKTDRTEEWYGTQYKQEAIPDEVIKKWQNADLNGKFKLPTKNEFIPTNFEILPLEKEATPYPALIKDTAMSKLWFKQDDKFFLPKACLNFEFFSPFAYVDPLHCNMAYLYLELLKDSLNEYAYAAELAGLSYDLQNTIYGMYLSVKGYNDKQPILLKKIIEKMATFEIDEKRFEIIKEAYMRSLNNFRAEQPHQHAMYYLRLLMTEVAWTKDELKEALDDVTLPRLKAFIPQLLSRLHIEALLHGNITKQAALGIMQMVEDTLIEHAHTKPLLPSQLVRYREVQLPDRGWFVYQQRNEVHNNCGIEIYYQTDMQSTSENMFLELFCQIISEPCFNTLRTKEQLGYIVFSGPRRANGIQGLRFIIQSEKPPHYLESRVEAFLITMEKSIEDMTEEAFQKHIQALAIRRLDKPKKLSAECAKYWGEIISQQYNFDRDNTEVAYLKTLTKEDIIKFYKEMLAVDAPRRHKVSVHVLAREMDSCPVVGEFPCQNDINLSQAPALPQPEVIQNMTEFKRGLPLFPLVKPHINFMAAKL
M5 PAM = human M5 muscarinic receptor positive allosteric modulators, primary screen, CHO-K1 cells, Fluo-8 calcium fluorescence. activation, % at 3 µM. 0.3% of 360,000 active. AID 624038, 2012. CHO-K1 hM5, ACh EC20 PAM; 0% = ACh EC20, 100% = ACh EC100;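 active = activation above the run cutoff, the mean activation of all test compounds plus 3 SD, cut at about 18% in these data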
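Assay system – human M5 receptor in CHO-K1 cells · Read-out – % activation, ACh-normalized · Technique – Fluo-8 calcium fluorescence · Dosing – single-point, 3 µM nominal · Incubation – Fluo-8 loading 80 min at 37 °C plus 30 min room temperature · Repeats – singlicate, one well per test compound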
CRFBP-R2 agonist = agonists of CRF-BP/CRF-R2 complex, primary screen, cell-based, HEK293, calcium dye fluorescence, uHTS | calcium dye fluorescence (FLIPR); percent of saturating CRF peptide response | AID 588473, 2011 | activation, % at 13.2 µM | 0.46% of 350,000 active;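 active = activation of at least 50%, plus an integration ratio under a set limit after plate pattern correction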;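 also: plate controls were neutral control wells without compound for no effect and CRF at EC100 for full effect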
M5 antag = human M5 muscarinic receptor antagonists, primary screen, CHO cells, Fluo-8 calcium fluorescence; Muscarinic acetylcholine receptor M5 (Homo sapiens), P08912; CHO-hM5 cells, ACh EC80; inhibition, % at 3 µM; 0.59% of 360,000 active;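 active = inhibition above a per-plate cutoff, the mean of that plate's test compounds plus 3 SD, cut at about 27% in these data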;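 also: 0% = acetylcholine EC80 with DMSO and 100% = DMSO without agonist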
The depositor's hits bear a star; nt = not tested or not shown.

Results follow in this order: M5 antag	CRFBP-R2 agonist	M5 PAM	M5 ag	M4 PAM	CHRM4 agonist	IDE cell inh	M4 antag	CRFBP-R2 block
1) CC(=O)c1ccc(N2CCN(CC(O)COC(c3ccccc3)c3ccccc3)CC2)cc1 (configuration not stated)
  17	0.5	-15	-8	-22	6	3	40*	-5
2) O=C(NCc1cccc(Cl)c1)c1ccc(N2CC3CC(C2)c2cccc(=O)n2C3)c(NC(=O)c2cccnc2)c1 (configuration not stated)
  2	4.2	4	-4	-10	1	-2	4	20
3) Cc1ccc(-n2ncc3c(=O)n(-c4ccc(C)c(C)c4)c(-c4ccco4)nc32)cc1
  2	1.6	-4	-3	0	-1	4	-2	16
4) Cc1sc(NC(=O)c2cc(-c3ccccc3)nc3ccccc23)c(C(N)=O)c1C
  -2	0.2	-2	-2	-4	4	4	6	5
5) Cn1c(=O)c2c(nc(SCC(=O)c3cccs3)n2Cc2ccc(F)cc2)n(C)c1=O
  2	-6.4	5	0	2	2	1	2	5
6) COc1ccc(CCC(=O)OCc2csc(CC(=O)Nc3ccccc3C)n2)cc1
  -3	0.9	7	1	-8	4	-3	4	-2
7) Cc1csc(=Nc2ccccc2)n1C
  -1	-1.8	2	-4	-1	0	1	-5	-6
8) COc1ccc(C(=O)NC2CCN(CC(=O)NCc3ccccc3F)CC2)cc1
  3	-1.2	1	0	1	2	1	-12	-4
9) O=C(Cc1cccs1)NCCN1CCOCC1
  -5	-3.1	7	0	7	0	1	3	16
10) O=S(=O)(O)c1cc(O)c2cc(Nc3ccccc3)ccc2c1
  1	-1.7	9	-1	3	0	nt	-9	-8
11) Cc1ccc(S(=O)(=O)Nc2ccc(C(=O)N3CCOCC3)cc2)cc1
  13	-0.1	-5	-1	-7	1	4	7	-1
12) CC(C)Oc1cccc(-c2cc(C(=O)N3CCN(S(C)(=O)=O)CC3)c3ccccc3n2)c1
  3	2.6	-11	4	-4	13	3	4	12
13) O=C(N1CCOCC1)N1CCN(Cc2ccccc2)CC1
  4	1.8	2	-1	7	1	5	-8	15
14) O=C(CCNC(=O)c1ccco1)Nc1ccccc1N1CCOCC1
  1	-1.6	5	-1	-6	0	3	6	-10
15) NCC(c1ccccc1)c1c[nH]c2ccccc12 (configuration not stated)
  9	2.6	-12	-8	5	4	7	-3	-29
16) Cc1ccc(NC(=O)c2cnccn2)cc1S(=O)(=O)N(C)C
  6	0.0	1	-1	3	0	3	-1	-4
17) COc1ccc(NC(=O)CC2C(=O)N(C)C(=S)N2CCc2ccccc2)cc1 (configuration not stated)
  4	-2.8	-8	0	-18	8	3	15	-9
18) Cc1nn(-c2ccccc2)c(C)c1C=O
  -4	1.7	6	7	0	1	-1	-8	-7
19) COc1ccccc1N1C(=O)C(Cl)=C(Nc2ccccc2O)C1=O
  8	84*	-7	1	-5	3	nt	-6	-124
20) CCn1c2ccc(C)cc2c2n[nH]c(=S)nc21
  10	1.5	-5	-2	-1	0	4	1	-5

Results follow in this order: M5 antag	CRFBP-R2 agonist	M5 PAM	M5 ag	M4 PAM	CHRM4 agonist	IDE cell inh	M4 antag	CRFBP-R2 block
21) CC(=O)Nc1ccc(C(=O)CCl)cc1
  1	-0.8	1	3	-6	1	5	-2	18
22) CCC(CO)Oc1cc(NC(=O)c2cccc(C)c2)c2ncn(C(C)C)c2c1 (configuration not stated)
  5	-4.0	-6	0	6	5	1	-7	1
23) COC(=O)c1sc(NC(=O)CSc2nc3nc(C)cc(C)n3n2)c(C(=O)OC)c1C
  3	2.9	0	3	7	1	3	-3	2
24) Cc1nnc(SCCC(=O)Nc2ccc(Cl)cc2)o1
  4	-0.1	-2	1	2	1	0	2	3
25) CSc1ccc(/C=C2/C(=N)N3N=C(CC(=O)N4CCCC4)SC3=NC2=O)cc1
  3	-0.2	4	-3	2	0	2	-1	-4
26) COCCCNC(=S)NNC(=O)C(O)(c1ccccc1)c1ccccc1
  2	-0.3	7	-4	2	1	1	-3	6
27) COc1ccccc1CNC(=O)CSc1ccc(-c2ccccn2)nn1
  10	1.2	-4	0	-3	0	-2	-5	-4
28) O=C(NCc1cccnc1)NC(C(F)(F)F)C(F)(F)F
  0	-0.2	2	-2	4	1	4	15	3
29) O=C(Nc1c(Cl)ccc2nsnc12)c1ccco1
  8	-1.1	6	-2	-2	1	5	-2	-24
30) CC[C@@H](C)[C@@H]1CN([C@@H](CN2CCC[C@H]2CN2C(N)=NC[C@H]2CC(C)C)C(C)C)C(=N)N1CCCC1CCCC1
  10	-0.1	-4	-2	-1	1	-2	-3	12
31) Cc1cccc(N2CCN(Cc3nc(-c4ccc(F)cc4F)oc3C)CC2)n1
  1	-0.5	0	-1	-7	4	-3	-5	-2
32) COc1cc2c(cc1OC)/C(=C/C#N)NC(C)(C)C2
  3	-0.3	-3	-6	-7	4	2	7	7
33) O=C(NC1CCCCC1)C(CCc1ccccc1)N1CCOCC1 (configuration not stated)
  0	nt	6	2	0	1	nt	-6	nt
34) CCN(CC)CCCNC(=O)c1cc(-c2cccc(Cl)c2)on1
  3	1.6	-2	-7	-7	1	-2	9	-24
35) Cc1ccccc1-c1nc(CN2CCC(C(=O)NC3CCCCC3)CC2)c(C)o1
  13	0.7	-10	-1	-1	2	1	0	-16
36) COc1cc(NC(=O)c2noc3c2CCC3)c(OC)cc1Cl
  10	-1.6	-7	0	-1	0	5	4	9
37) CC(C)c1ccccc1NC(=O)CNC(C)c1ccc(F)cc1 (configuration not stated)
  23	1.2	-10	-3	-6	12	-1	0	-8
38) Cc1cc(C)cc(N(C(=O)c2ccccn2)C(C(=O)NC2CCCCC2)c2cccs2)c1 (configuration not stated)
  -3	-0.6	1	-1	8	2	5	6	-16
39) COC(=O)C(C(=O)N1CCN(C)CC1)C1CCCCCC1 (configuration not stated)
  -5	2.2	-1	-13	7	1	4	-11	-10
40) CCOC(=O)c1[nH]c2cc(OC)c(OC)cc2c1NC(=O)c1nonc1C
  2	-0.8	-2	-3	6	1	1	-6	-5

Only M5 antag and M5 ag, for some of the entries so far:
item | canonical_smiles | M5 antag | M5 ag
34 | CCN(CC)CCCNC(=O)c1cc(-c2cccc(Cl)c2)on1 | 3 | -7
4 | Cc1sc(NC(=O)c2cc(-c3ccccc3)nc3ccccc23)c(C(N)=O)c1C | -2 | -2
23 | COC(=O)c1sc(NC(=O)CSc2nc3nc(C)cc(C)n3n2)c(C(=O)OC)c1C | 3 | 3

The list goes on:
Results follow in this order: M5 antag	CRFBP-R2 agonist	M5 PAM	M5 ag	M4 PAM	CHRM4 agonist	IDE cell inh	M4 antag	CRFBP-R2 block
41) CCOC(=O)C1=C(C)C(c2ccc(OC)cc2)NC(=S)N1 (configuration not stated)
  -1	-1.1	-2	-1	-3	0	6	3	-11
42) Nc1nc2c(ncn2[C@@H]2O[C@H](CNCc3cnc(N4CCOCC4)s3)[C@@H](O)[C@H]2O)c(=O)[nH]1
  6	nt	-5	0	-1	5	nt	4	nt
43) CCCc1nc(SCC(=O)c2ccc3c(c2)NC(=O)CO3)[nH]c(=O)c1CC
  -2	-0.2	7	-3	8	1	nt	-6	-1
44) C[C@H]1CN([C@@H](C)CO)C(=O)CCCn2cc(nn2)CO[C@@H]1CN(C)C(=O)Nc1cccc2ccccc12
  -3	-0.2	6	0	-1	0	nt	-4	19
45) Cc1cccc(COc2ccc(/C=N/NC(=O)c3nnn(-c4nonc4N)c3C)cc2)c1
  0	3.0	-2	-2	-3	3	1	-9	-5
46) CCOc1ccc(-c2csc(NC(=O)c3ccco3)n2)cc1
  5	-1.0	-5	20	-5	8	5	-1	11
47) COc1cccc(Cn2c(-c3nonc3N)nc3ccccc32)c1
  -2	0.3	-3	-2	1	-2	-1	-4	8
48) Cc1c(C(=O)N2CCC(n3nccc3NC(=O)C3CC3)CC2)[nH]c2ccc(Cl)cc12
  2	-0.5	-1	-3	5	1	4	2	-17
49) CC(C)c1nc(SCC(=O)N2CCOCC2)c2c(=O)n(C)c(=O)n(C)c2n1
  6	-2.0	-3	2	-7	4	0	-8	-6
50) O=C(NNC(=O)c1ccc(Cl)c([N+](=O)[O-])c1)c1ccncc1
  10	-0.1	1	-1	0	0	2	-1	3
51) Cc1cccc(NC(=S)N2CCN(C(=O)c3ccco3)CC2)c1
  0	1.0	1	-4	7	1	-2	-10	0
52) Cc1c(NS(=O)(=O)c2cc(C(=O)NCCN(C)C)ccc2Cl)c(=O)n(-c2ccccc2)n1C
  1	-1.5	2	-2	-3	0	-2	5	-6
53) O=C(O)c1ccccc1NS(=O)(=O)c1cccc(NS(=O)(=O)c2cc(Br)ccc2Br)c1
  -3	0.1	10	0	7	0	0	-15	7
54) CC(NC(=O)C(c1ccccc1)c1ccccc1)c1ccc(S(N)(=O)=O)cc1 (configuration not stated)
  -3	1.4	4	-3	11	1	5	-3	1
55) N#CCSc1nc2ccccc2c(=O)n1CCC(=O)NCCc1ccccc1
  9	2.5	0	1	21	1	3	17	-27
56) CC(C)(C)CC(=O)O/N=C(\N)c1ccccn1
  -8	-2.2	-3	0	5	0	0	-1	17
57) CN1CCN(C(=O)c2ccccc2N(Cc2ccccc2)S(=O)(=O)c2ccccc2)CC1
  -5	0.1	-3	-6	5	2	0	-5	5
58) CCCCCCNc1nc(Cl)nc(NC(C)(C)CO)n1
  5	-0.3	1	-11	-16	-1	0	2	-4

High-throughput results deposited in PubChem BioAssay by several laboratories.
